Source: PubChem (Sanford-Burnham Center for Chemical Genomics)
CXCR6 block = blocks human CXCR6 beta-arrestin recruitment. O00574. CHO-K1 PathHunter CXCR6 beta-arrestin, luminescence. inhibition, % at 20 µM. actives 0.36% (n = 360,000); in the data active means inhibition above about 34%, passing the limit was not always enough;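 further: antagonist mode with CXCL16 agonist at 10 nM final; 0% = 10 nM CXCL16 with DMSO and 100% = unstimulated wells without agonist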
Target sequence (O00574 whole entry, looked up): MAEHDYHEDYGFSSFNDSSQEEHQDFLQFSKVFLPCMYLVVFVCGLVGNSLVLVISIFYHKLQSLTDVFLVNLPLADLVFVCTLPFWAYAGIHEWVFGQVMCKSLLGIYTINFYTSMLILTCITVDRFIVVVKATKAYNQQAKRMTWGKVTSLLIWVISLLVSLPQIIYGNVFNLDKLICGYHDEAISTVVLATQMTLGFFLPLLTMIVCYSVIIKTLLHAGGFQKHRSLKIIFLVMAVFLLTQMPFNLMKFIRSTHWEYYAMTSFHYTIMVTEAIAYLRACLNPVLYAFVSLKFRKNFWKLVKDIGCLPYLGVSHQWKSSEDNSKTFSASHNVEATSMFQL
EBI2 antag = antagonists of human EBI2 receptor | actives 0.81% (n = 360,000) | EBI2 beta-arrestin recruitment, luminescence, 7a,25-OHC stimulated | inhibition, % at 5 µM | P32249; in the data active means inhibition above about 38%;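 further: enzyme fragment complementation signal reports receptor beta-arrestin coupling in cells; 0% = agonist plus DMSO wells and 100% = wells without agonist; some results beyond the cut were filed as inactive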
Target sequence (P32249 whole entry, looked up, the tested form may be a part): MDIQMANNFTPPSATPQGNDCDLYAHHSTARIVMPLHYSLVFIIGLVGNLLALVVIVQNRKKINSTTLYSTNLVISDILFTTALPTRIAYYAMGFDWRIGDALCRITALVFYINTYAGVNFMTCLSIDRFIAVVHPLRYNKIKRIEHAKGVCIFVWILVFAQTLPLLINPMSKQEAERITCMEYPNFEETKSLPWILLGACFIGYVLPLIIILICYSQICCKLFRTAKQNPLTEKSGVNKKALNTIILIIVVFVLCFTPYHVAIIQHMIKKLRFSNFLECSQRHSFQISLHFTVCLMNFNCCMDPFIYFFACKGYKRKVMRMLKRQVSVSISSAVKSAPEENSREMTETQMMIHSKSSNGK
* = called active by the depositor. Only part of the results is shown; count on the stated rates, not on these rows.

`COCCNC(=O)c1ccc(N2CC3CC(C2)c2cccc(=O)n2C3)c(NC(=O)c2ccc(C(C)(C)C)cc2)c1` (stereo not given) gave CXCR6 block -4 and EBI2 antag -3.
Screening O=C1NC(Cc2ccc(O)cc2)c2nc3cc(F)c(F)cc3c(=O)n2-c2ncccc21 (stereo not given) returned CXCR6 block 0 and EBI2 antag 3.
Screening Cc1ccc(NC(=O)C(C)N2CCCc3ccccc32)cc1S(=O)(=O)N1CCOCC1 (stereo not given) returned CXCR6 block 6 and EBI2 antag 5.
Nn1c(SCC(=O)N2CCCC2)nnc1C1CCCCC1 was read as CXCR6 block 4 and EBI2 antag -2.
`O=C1NC[C@@H](Cc2ccc(O)cc2)N(CCc2cc(C(F)(F)F)cc(C(F)(F)F)c2)C1=O` gave CXCR6 block 8 and EBI2 antag 0.
CC(C)Cc1nnc(NC(=O)c2ccc(-n3cncn3)c([N+](=O)[O-])c2)s1 was read as CXCR6 block -3 and EBI2 antag -5.
Screening Cn1ccc2c(N(c3ccccc3)C3CCCCC3)cc3c(c21)C1CCC3O1 (stereo not given) returned CXCR6 block 8 and EBI2 antag 21.
`COc1ccc(NC(=O)C2(C)CCN2C(=O)Cc2ccc(Cl)cc2Cl)cc1OC` (stereo not given) gave CXCR6 block -4 and EBI2 antag 3.
`COC(=O)c1cn(C(=O)c2ccc3c(c2)OCO3)c2ccccc12` gave CXCR6 block 2 and EBI2 antag -5.
`O=C1NC[C@H](CCCCN2C[C@H](Cc3ccc(O)cc3)N(CC3CCCCC3)C(=O)C2=O)N(CCc2ccccc2)C1=O` gave CXCR6 block -1 and EBI2 antag 6.
`CCOc1ccc(Oc2ccc(NS(=O)(=O)c3ccc(CCC(=O)O)cc3)cc2)cc1` gave CXCR6 block -5 and EBI2 antag -16.
For CCOC(=O)[C@]12CCCC=C1N(Cc1ccc(Cl)cc1Cl)C(=O)[C@H](CC(=O)N1CCN(C(=O)C3CC3)CC1)C2 the results were CXCR6 block 2 and EBI2 antag 1.
For C[C@@H]1CN([C@H](C)CO)C(=O)CCCn2cc(nn2)CO[C@H]1CN(C)C(=O)c1cc(-c2ccccc2)on1 the results were CXCR6 block 2 and EBI2 antag -9.
`CCCCCCCCN1C(=O)[C@H](CC(=O)NCCCC)C[C@@]2(C(=O)OCC)CCCC=C12` gave CXCR6 block 11 and EBI2 antag -2.
For C[C@@H]1CN([C@@H](C)CO)C(=O)CCCn2nncc2CO[C@@H]1CN(C)C(=O)c1ccc(N2CCN(C)CC2)cc1 the results were CXCR6 block -5 and EBI2 antag -2.
Screening CC(C)n1nnnc1C1c2ccccc2C(=O)N1Cc1cccc(F)c1 (stereo not given) returned CXCR6 block 5 and EBI2 antag 2.
CCCN1CCN(CCCNC(=O)CN2C(=O)COc3ccc(C(C)(C)C)cc32)CC1 was read as CXCR6 block -4 and EBI2 antag 9.
For CCN(CC)CCN1CCN(c2cncc(-c3cccc(N)c3)n2)CC1 the results were CXCR6 block -6 and EBI2 antag -4.
`O=c1[nH]cc(C=NNc2ccccc2)c(=O)[nH]1` gave CXCR6 block -6 and EBI2 antag -7.
Screening Cc1cccc(C)c1-n1nnnc1C(c1ccnc2ccccc12)N1CCN(CCN(C)C)CC1 (stereo not given) returned CXCR6 block 6 and EBI2 antag -10.

A run of entries of the results above, for reference:
Nn1c(SCC(=O)N2CCCC2)nnc1C1CCCCC1 was read as CXCR6 block 4 and EBI2 antag -2.
`O=C1NC[C@@H](Cc2ccc(O)cc2)N(CCc2cc(C(F)(F)F)cc(C(F)(F)F)c2)C1=O` gave CXCR6 block 8 and EBI2 antag 0.
CC(C)Cc1nnc(NC(=O)c2ccc(-n3cncn3)c([N+](=O)[O-])c2)s1 was read as CXCR6 block -3 and EBI2 antag -5.
Screening Cn1ccc2c(N(c3ccccc3)C3CCCCC3)cc3c(c21)C1CCC3O1 (stereo not given) returned CXCR6 block 8 and EBI2 antag 21.
`COc1ccc(NC(=O)C2(C)CCN2C(=O)Cc2ccc(Cl)cc2Cl)cc1OC` (stereo not given) gave CXCR6 block -4 and EBI2 antag 3.
`COC(=O)c1cn(C(=O)c2ccc3c(c2)OCO3)c2ccccc12` gave CXCR6 block 2 and EBI2 antag -5.

(further entries)
`CC(OC(=O)c1ccc2c(c1)OCO2)C(=O)NC1CCCCC1` (stereo not given) gave CXCR6 block 6 and EBI2 antag -1.
For C[C@H](CO)N1C[C@H](C)[C@@H](CN(C)Cc2cccc(C(=O)O)c2)OCc2cnnn2CCCC1=O the results were CXCR6 block 0 and EBI2 antag -10.
For O=C(COC(=O)Cc1ccc(Br)cc1)NCc1ccccc1 the results were CXCR6 block 3 and EBI2 antag 2.
`COc1ccc(NC(=O)C2(C)Cc3c(-c4cccc(C(N)=O)c4)ccnc3O2)cc1` (stereo not given) gave CXCR6 block -7 and EBI2 antag -15.
O=C(c1ccoc1)N1CCN(c2cc(-c3ccncc3)nc3cc(-c4cccc(Cl)c4)nn23)CC1 was read as CXCR6 block 0 and EBI2 antag 19.
Screening C[C@@H]1CCCCO[C@H](CN(C)C(=O)Cc2ccccc2)[C@@H](C)CN([C@H](C)CO)C(=O)c2cc(N(C)C)ccc2O1 returned CXCR6 block -2 and EBI2 antag 3.
`COc1ccc(CSC2=C(C#N)C(=O)NC3(CCCCC3)S2)cc1` gave CXCR6 block -2 and EBI2 antag -3.
For COCOc1cccc(CN2CCC(C)(Oc3cccc(OC)c3)C2)c1 (stereo not given) the results were CXCR6 block 11 and EBI2 antag -2.
Screening COCCNC(=O)C1(C)CCCN(C(=O)c2ccc(N(C)C)cc2)C1 (stereo not given) returned CXCR6 block 10 and EBI2 antag 2.
CN1CCN(c2ncnc3c2ncn3[C@H]2CN(Cc3cccs3)C[C@@H](CO)O2)CC1 was read as CXCR6 block 0 and EBI2 antag 6.
For O=c1cc(-c2ccccc2)oc2c1CCCC2 the results were CXCR6 block -6 and EBI2 antag 4.
COc1ccc(CNC(=O)c2sc(=O)n(Cc3ccccc3C)c2C)cc1 was read as CXCR6 block -2 and EBI2 antag 6.
For CCOC(=O)[C@]12CCC=C1N(Cc1cccc3ccccc13)C(=O)[C@H](CC(=O)NCCc1ccccc1OC)C2 the results were CXCR6 block 13 and EBI2 antag 11.
For O=C(NCC1CC1)c1cccs1 the results were CXCR6 block -6 and EBI2 antag 2.
O=C1NC[C@@H](CCCCN2CCN(CCc3ccc(O)cc3)C(=O)C2=O)N(CCc2ccc(O)cc2)C1=O was read as CXCR6 block -9 and EBI2 antag -14.
For Cc1cc(Br)cn2c(Cc3ccccc3)c(-c3ccc(F)cc3)nc12 the results were CXCR6 block 0 and EBI2 antag 5.
For COCCNC(=O)C1(C)CCCN(Cc2ccc(-c3ccccn3)cc2)C1 (stereo not given) the results were CXCR6 block -3 and EBI2 antag -6.
`CCc1nc2c(OCc3ccc(F)c(F)c3)cccn2c1N(C)C(=O)C(C)C` gave CXCR6 block -1 and EBI2 antag 4.
`Cc1cccc(NC(=O)CN2CCN(C(=O)CNC(=O)c3ccc(-c4ccccc4)cc3)CC2)c1C` gave CXCR6 block -3 and EBI2 antag 4.
`COCc1cccc(-c2csc(C(O)c3ccc(OC)cc3)n2)c1` (stereo not given) gave CXCR6 block -5 and EBI2 antag 3.
CCCCC1Cc2[nH]c(=S)[nH]c(=O)c2C(c2ccc(C(C)C)cc2)O1 (stereo not given) was read as CXCR6 block 5 and EBI2 antag -4.
C[C@H](O)C#Cc1cnc2c(c1)C(=O)N([C@H](C)CO)C[C@@H](C)[C@H](CN(C)C(=O)Nc1ccc(C(F)(F)F)cc1)O2 was read as CXCR6 block 0 and EBI2 antag -1.
Screening O=C1C2C3C=CC(CC3)C2C(=O)N1c1ccc(Br)cc1 (stereo not given) returned CXCR6 block -4 and EBI2 antag 2.
`CCc1nc2ccc(C(=O)NCCCn3ccnc3)cn2c1N(CC)Cc1cccc(Br)c1` gave CXCR6 block 12 and EBI2 antag 11.
`COc1ccc(OC)c(NC(=O)Nc2nnc([C@H]3C[C@H](O)[C@@H](CO)O3)s2)c1` gave CXCR6 block 13 and EBI2 antag -6.
Screening O=C(O)C(=Cc1ccc([N+](=O)[O-])cc1)CCc1ccccc1 returned CXCR6 block -4 and EBI2 antag -4.
COc1ccc2nc(Cl)c(C=O)c(N3CCOCC3)c2c1 was read as CXCR6 block 4 and EBI2 antag -6.
`Cc1ccc(S(=O)(=O)N2C[C@H]3C(=O)C[C@@H](c4ccc(Cl)cc4)N(S(=O)(=O)c4ccccc4C)[C@H]3C[C@H]2c2ccccc2)cc1` gave CXCR6 block 7 and EBI2 antag 22.
For CCN(C)C1CN(Cc2cn(Cc3cccc(C(F)(F)F)c3)nn2)S(=O)(=O)C1 (stereo not given) the results were CXCR6 block -10 and EBI2 antag 3.
For O=C(COC(=O)c1cc(S(=O)(=O)N2CCOCC2)ccc1Cl)c1ccc[nH]1 the results were CXCR6 block 3 and EBI2 antag 0.
`COc1cc(OC)nc(C(NC(=O)C2CCN(Cc3ccc(Oc4ccccc4)cc3)CC2)c2ccc(F)cc2)n1` (stereo not given) gave CXCR6 block 26 and EBI2 antag 32.
COc1ccc(-c2csc(C(C)(O)c3cccc(F)c3)n2)cn1 (stereo not given) was read as CXCR6 block -7 and EBI2 antag 12.
`CCCCNC(=O)C1(C)CCN1C(=O)c1csnn1` (stereo not given) gave CXCR6 block 3 and EBI2 antag -5.
`CC1(C(=O)NS(=O)(=O)c2cccc(F)c2)CCN1C(=O)Cc1cc(F)ccc1F` (stereo not given) gave CXCR6 block 2 and EBI2 antag 1.
Cc1ccc(-c2nc3cc(C)c(Br)c(C)n3c2Cc2cccc(F)c2)cc1 was read as CXCR6 block 4 and EBI2 antag 17.
`Brc1ccc(-c2nc3c4ccccc4ccn3c2Cc2ccccc2)cc1` gave CXCR6 block 3 and EBI2 antag 15.
O=C(Nc1ccccc1F)c1ccc2sc([C@H]3C[C@H](O)[C@@H](CO)O3)nc2c1 was read as CXCR6 block 3 and EBI2 antag -7.
`C[C@@H]1CN([C@H](C)CO)C(=O)CCCn2nncc2CO[C@H]1CN(C)C(=O)C1CCCCC1` gave CXCR6 block -3 and EBI2 antag -3.
Screening CCOC(=O)c1c(NC(=O)COC(=O)c2ccc(S(=O)(=O)C(F)F)cc2)sc(C(=O)N(C)C)c1C returned CXCR6 block 8 and EBI2 antag -11.
`O=C(Nc1ccc2c(c1)OCCO2)C(C1CC1)N1CCC(Cc2ccccc2)CC1` (stereo not given) gave CXCR6 block 2 and EBI2 antag -4.
CCC(CC)C(=O)N(C)c1c(C)nc2c(OCc3ccc(C#N)cc3)cccn12 was read as CXCR6 block 1 and EBI2 antag 3.
CCN(CC)C(=O)c1csc([C@H]2C[C@H](O)[C@@H](CO)O2)n1 was read as CXCR6 block -5 and EBI2 antag -2.
Cn1c(=NC(=O)CS(=O)(=O)c2ccccc2)sc2cc(F)ccc21 was read as CXCR6 block -4 and EBI2 antag -7.
OC(c1ccc(-c2ccccc2)cc1)c1ncc(-c2ccc(C(F)(F)F)cc2)[nH]1 (stereo not given) was read as CXCR6 block -11 and EBI2 antag 8.
For COc1cccc(CNC(=O)[C@@H]2CCCN2C(=O)[C@@H]2CCCN2S(=O)(=O)c2ccc(OC)c(C)c2)c1 the results were CXCR6 block -2 and EBI2 antag -8.
Cc1ccc(-c2c(C#N)c(N)n(-c3ccc(Cl)cc3)c(=O)c2C#N)cc1 was read as CXCR6 block 2 and EBI2 antag -1.
`CCCCn1nnnc1C(c1ccccc1)N1CCN(c2ccc(C(F)(F)F)cn2)CC1` (stereo not given) gave CXCR6 block 4 and EBI2 antag -2.
CNS(=O)(=O)c1ccc(CNC[C@H]2O[C@@H](n3cnc4c(=O)[nH]c(N)nc43)[C@H](O)[C@@H]2O)cc1 was read as CXCR6 block 3 and EBI2 antag -2.
`O=C(NC1CCCCC1)c1cccc2c(-c3ccc(F)c(F)c3)coc12` gave CXCR6 block 16 and EBI2 antag 6.
Screening COc1ccccc1S(=O)(=O)N(C)C[C@H]1Oc2ncc(Br)cc2C(=O)N([C@H](C)CO)C[C@H]1C returned CXCR6 block 7 and EBI2 antag -4.
`CCOC1=C2[C@@H](CN(S(=O)(=O)c3ccccc3C)[C@H]2c2ccc(Cl)cc2)[C@H]2C(=O)N(c3ccccc3)C(=O)[C@H]2C1` gave CXCR6 block 2 and EBI2 antag 17.
Cc1c(C#N)c2n(c1C)CCCC(=O)N2 was read as CXCR6 block -1 and EBI2 antag 5.
COc1ccc(C(C)=O)cc1Cn1c(C)c(C(=O)NCc2ccc(C(C)C)cc2)sc1=O was read as CXCR6 block 9 and EBI2 antag 15.
`Cc1cccc(CNC(=O)c2sc(=O)n(Cc3ccccc3C)c2C)c1` gave CXCR6 block 4 and EBI2 antag 10.
Screening CN(C(=O)c1cc(COc2ccc(F)cc2Cl)on1)C1CCOC1 (stereo not given) returned CXCR6 block 3 and EBI2 antag -5.
For C/C(=N/NC(=O)c1nnn(-c2nonc2N)c1CSc1ccc(C)cc1)c1ccncc1 the results were CXCR6 block 4 and EBI2 antag -1.
For Clc1cccc(-c2cccc3nccn23)c1 the results were CXCR6 block 7 and EBI2 antag -7.
